Assay outcomes: PubChem BioAssay, several laboratories
MITF act: activators of MITF-driven TRPM1 promoter reporter, primary screen, cell-based, SK-MEL-5, luciferase, single point; actives 0.75% (n = 300,000); SK-MEL-5 TRPM1-promoter luciferase, 24 h; % of positive control, neutral wells = 0; activation, % at 12.5 µM;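 active = mean activation of at least 80% with every replicate also reaching 80%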;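 also: 0% = neutral control wells and 100% = parthenolide positive control wells; values of inactives mirror those of a sister screen read the other way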
Rtt109 HAT inh: inhibitors of C. albicans Rtt109/Vps75 HAT, primary screen, biochemical, ThioGlo CoA-SH fluorescence, plate reader; Histone acetyltransferase RTT109 (Candida albicans (strain SC5314 / ATCC MYA-2876)), …; purified Rtt109/Vps75, 4 h; inhibition, % at 34.9 µM; actives 0.16% (n = 330,000); AID 540336, 2011;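 active = inhibition of at least 50% in every replicate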
Target sequence (Q5AAJ8 whole entry, looked up): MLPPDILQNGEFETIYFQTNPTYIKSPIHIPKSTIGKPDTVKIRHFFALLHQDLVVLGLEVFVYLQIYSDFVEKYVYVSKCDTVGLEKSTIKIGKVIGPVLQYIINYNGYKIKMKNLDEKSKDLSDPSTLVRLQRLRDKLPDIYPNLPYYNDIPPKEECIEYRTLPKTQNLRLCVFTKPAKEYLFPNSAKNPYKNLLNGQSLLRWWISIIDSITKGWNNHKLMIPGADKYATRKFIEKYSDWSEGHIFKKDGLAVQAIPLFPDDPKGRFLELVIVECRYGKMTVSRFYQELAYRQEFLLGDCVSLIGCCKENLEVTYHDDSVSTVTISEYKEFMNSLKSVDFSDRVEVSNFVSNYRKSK
Wnt bcat act: Wnt/beta-catenin pathway activators, primary screen, cell-based, plate reader, single point | activation, % at 9.35 µM | Wnt/beta-catenin reporter cell assay, activator | actives 1.2% (n = 300,000); in the data active = activation above about 30%, passing the limit was not always enough;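 also: 0% = neutral control wells and 100% = positive control wells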
CAL PDZ FP-1: untagged CAL PDZ binding inhibitors, primary screen, biochemical, fluorescence polarization, HTS; actives 0.92% (n = 300,000); purified CAL PDZ, TMR-peptide fluorescence polarization, 1 h; Golgi-associated PDZ and coiled-coil motif-containing protein (Homo sapiens), Q9HD26; AID 602252, 2012; inhibition, % at 24.9 µM;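 active = mean inhibition of at least 30% with at least half of replicates also reaching 30%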;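 also: 0% = DMSO neutral control and 100% = excess unlabeled competitor peptide PRC23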
CAL PDZ FP-2: CAL PDZ peptide-binding inhibitors, primary screen, biochemical, fluorescence polarization, Cer-tagged CAL PDZ, HTS; inhibition, % at 20 µM; purified CAL PDZ, TMR-peptide fluorescence polarization, 1 h; Golgi-associated PDZ and coiled-coil motif-containing protein (Homo sapiens), Q9HD26; AID 504414, 2011; actives 0.02% (n = 330,000);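 active = highest replicate inhibition of at least 40%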;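 also: plate controls were DMSO neutral control wells for no effect and unlabeled competitor peptide control wells for full effect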
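Material: tagged CAL PDZ protein CerCALP, purified; buffer or medium: sodium phosphate/NaCl buffer pH 7.4 with TCEP, IgG, Thesit; also added: fluorescent TMR peptide probe; schedule: 1 h incubation at room temperature before polarization reading; technique: fluorescence polarization from S- and P-plane intensities, G-factor corrected; control set: unlabelled peptide and DMSO controls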
dFosB act: activators of delta FosB homodimer, primary screen, biochemical, fluorescence polarization, TAMRA-CDK5 oligo, single point | AID 493131, 2011 | activation, % at 25 µM | purified delta FosB; percent of positive-control signal above neutral wells | actives 0.99% (n = 340,000);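 active = mean activation above about 17%, with every replicate also reaching it, limit read from the data, passing the limit was not always enough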;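 also: fluorescence polarization rise as delta FosB binds a TAMRA Cdk5 AP-1 oligo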
cardiac RTF act: cardiac RTF calcium sensitivity activators, primary screen, biochemical, IANBD-TnC fluorescence, EC20 calcium. Troponin I, cardiac muscle (Homo sapiens) + Troponin T, cardiac muscle (Homo sapiens) + …. IANBD-labeled TnC RTF fluorescence at EC20 calcium; 0% EC20 calcium, 100% full calcium. activation, % at 7.2 µM. actives 0.24% (n = 340,000). AID 493008, 2010;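 active = activation above the mean over all tested compounds plus 3 SD, cut at about 30% in these data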;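 also: rise in fluorescence read as greater calcium sensitivity of cardiac thin filaments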
CDK5 inh: inhibitors of human CDK5/p35 kinase, primary screen, biochemical, single concentration; actives 0.01% (n = 330,000); Recombinant CDK5/p35, ADP-Glo luminescence, 60 min; AID 488839, 2010; inhibition, % at 10 µM; Cyclin-dependent kinase 5 (Homo sapiens) + Cyclin-dependent kinase 5 activator 1 (Homo …;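 active = highest replicate inhibition of at least 50% and at least 75% of replicates reaching 50%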;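 also: plate controls were DMSO neutral control for no effect and GW8510 at 10 µM for full effect; many of its hits are not listed in these tables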
Target sequence (Q00535 whole entry, looked up): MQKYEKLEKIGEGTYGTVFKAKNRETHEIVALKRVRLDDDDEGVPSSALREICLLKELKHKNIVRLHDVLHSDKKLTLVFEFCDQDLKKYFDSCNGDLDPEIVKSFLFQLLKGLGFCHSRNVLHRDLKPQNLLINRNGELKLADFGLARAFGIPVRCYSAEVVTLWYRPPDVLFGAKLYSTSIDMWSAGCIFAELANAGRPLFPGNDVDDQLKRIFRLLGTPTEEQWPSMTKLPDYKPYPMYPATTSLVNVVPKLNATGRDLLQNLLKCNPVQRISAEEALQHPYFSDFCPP
Target sequence (Q15078 whole entry, looked up): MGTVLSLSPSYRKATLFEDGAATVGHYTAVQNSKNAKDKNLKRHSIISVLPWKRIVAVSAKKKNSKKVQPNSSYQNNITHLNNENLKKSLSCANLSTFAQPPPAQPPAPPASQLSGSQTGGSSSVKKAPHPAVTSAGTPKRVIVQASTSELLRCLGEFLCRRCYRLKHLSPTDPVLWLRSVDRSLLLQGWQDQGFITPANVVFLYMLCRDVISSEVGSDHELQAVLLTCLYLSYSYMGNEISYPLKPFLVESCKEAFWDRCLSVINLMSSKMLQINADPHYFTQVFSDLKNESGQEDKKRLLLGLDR
V-ATPase pHluor: regulators of yeast V-ATPase proton pumping, primary screen, pHLuorin cytosolic pH fluorescence; S. cerevisiae; response, % at 10 µM; actives 0.37% (n = 350,000); in the data active = response mostly above about 7.3%, no sharp cut-off; inactive = mostly below about 5.4%; also: actives read high; inactives centre near 0; some compounds called inactive have numbers as strong as hits
Tat export inh: E. coli Tat export inhibitors, primary screen, MC4100, TorA-mCherry reporter, fluorescence, single point; inhibition, % at 10 µM; actives 0.036% (n = 340,000);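 active = mean replicate inhibition at least 50% and at least half of replicates individually reaching 50%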;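 also: exported cargo escapes ClpAP degradation while cytoplasmic cargo is degraded and loses fluorescence; 0% = median of neutral control wells and 100% = median of NaSCN control wells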
Starred values were filed as active, the others as inactive.

For Cc1n[nH]c(C)c1S(=O)(=O)N1CCN(S(=O)(=O)c2cccc(F)c2)CC1 the results were MITF act 6, Rtt109 HAT inh 10, Wnt bcat act 5, CAL PDZ FP-1 -1, CAL PDZ FP-2 -1.6, dFosB act -1, cardiac RTF act 4, CDK5 inh -1.9, V-ATPase pHluor -6 and Tat export inh 4.
`COc1ccc(CCNC(=O)CCCn2ncn3c(cc4occc43)c2=O)c(OC)c1` gave MITF act 8, Rtt109 HAT inh 1, Wnt bcat act 0, CAL PDZ FP-1 -3, CAL PDZ FP-2 -2.4, dFosB act -12, cardiac RTF act -6, V-ATPase pHluor -2 and Tat export inh 11.
`O=C(CN1CCN(S(=O)(=O)c2ccccc2)CC1)Nc1ccc2c(c1)OCO2` gave MITF act 7, Rtt109 HAT inh -9, CAL PDZ FP-1 -4, CAL PDZ FP-2 -2.1, dFosB act 2, cardiac RTF act 1, CDK5 inh -1.7, V-ATPase pHluor 4 and Tat export inh -2.
O=C(Nc1ccccc1)c1ccccc1OCC(O)CN1C(=O)c2ccccc2S1(=O)=O (configuration not stated) was read as Wnt bcat act 0, CAL PDZ FP-1 -1, CAL PDZ FP-2 -1.8, dFosB act -6, cardiac RTF act 1, CDK5 inh -1.2, V-ATPase pHluor 3 and Tat export inh 4.
Screening NC(=NCCc1ccccc1)NS(=O)(=O)c1ccc2ccccc2c1 returned MITF act 16, Rtt109 HAT inh -13, Wnt bcat act 2, CAL PDZ FP-1 -4, CAL PDZ FP-2 -0.8, dFosB act -3, cardiac RTF act 1, CDK5 inh 0.7, V-ATPase pHluor 1 and Tat export inh -6.
Screening Cc1ccc2cc3c(nc2c1)N(c1ccccc1)CC3 returned MITF act -15, Rtt109 HAT inh -38, Wnt bcat act 2, CAL PDZ FP-1 7, CAL PDZ FP-2 -0.6, dFosB act -3, cardiac RTF act 3, CDK5 inh -0.1, V-ATPase pHluor -2 and Tat export inh 0.
For CC(C)(C)NS(=O)(=O)c1cc2c3c(c1)CCN3C(=O)CC2 the results were MITF act -10, Rtt109 HAT inh 3, Wnt bcat act -1, CAL PDZ FP-1 -1, CAL PDZ FP-2 -1.0, dFosB act 2, cardiac RTF act -1, CDK5 inh -1.2, V-ATPase pHluor -1 and Tat export inh -7.
COc1ccc(S(=O)(=O)N2CCCC2=O)cc1N(C)S(C)(=O)=O was read as Rtt109 HAT inh -8, Wnt bcat act 0, CAL PDZ FP-1 -6, CAL PDZ FP-2 -0.6, dFosB act 8, cardiac RTF act 6, CDK5 inh 0.4, V-ATPase pHluor -1 and Tat export inh 0.
For CC(CN1CCCC(C(N)=O)C1)c1ccccc1 (configuration not stated) the results were MITF act 7, Rtt109 HAT inh -18, CAL PDZ FP-2 -2.5, dFosB act 1, cardiac RTF act -1, CDK5 inh 1.3, V-ATPase pHluor -5 and Tat export inh 6.
For Cc1ccc(S(=O)(=O)N2CCN(C(=O)CSc3nnc(C)c(=O)[nH]3)CC2)cc1 the results were MITF act -3, Rtt109 HAT inh -9, Wnt bcat act 3, CAL PDZ FP-1 -5, CAL PDZ FP-2 1.8, dFosB act -4, cardiac RTF act 2, CDK5 inh -3.9, V-ATPase pHluor -6 and Tat export inh 3.
`COC(=O)c1c(-c2ccc(F)cc2)csc1NC(=O)c1ccco1` gave MITF act 118*, Rtt109 HAT inh -17, CAL PDZ FP-1 -2, CAL PDZ FP-2 -1.6, dFosB act -16, cardiac RTF act 7, CDK5 inh 1.4, V-ATPase pHluor -4 and Tat export inh 3.
`O=C(CCCN1C(=O)/C(=C/c2ccccc2Cl)SC1=S)NNC(=O)c1ccccc1` gave MITF act -9, Rtt109 HAT inh -1, Wnt bcat act -5, CAL PDZ FP-1 -6, CAL PDZ FP-2 0.3, dFosB act -13, cardiac RTF act 3, CDK5 inh -0.3, V-ATPase pHluor -1 and Tat export inh 3.
`Cc1ccccc1NS(=O)(=O)c1cc(C(=O)NCCC2=CCCCC2)ccc1C` gave MITF act -6, Rtt109 HAT inh 4, Wnt bcat act -4, CAL PDZ FP-1 -1, CAL PDZ FP-2 0.2, dFosB act -9, cardiac RTF act 0, CDK5 inh 0.5, V-ATPase pHluor 4 and Tat export inh 2.
`CC(C)N(C(=O)Cn1c(Cl)nc2ccccc21)C(C)C` gave MITF act 9, Rtt109 HAT inh -1, Wnt bcat act 0, CAL PDZ FP-1 0, CAL PDZ FP-2 -0.7, dFosB act -1, cardiac RTF act 11, CDK5 inh 1.1, V-ATPase pHluor 5 and Tat export inh 2.
`O=C(COC(=O)c1ccc2c(c1)OCO2)NCc1ccc(Cl)cc1` gave MITF act 5, Rtt109 HAT inh 11, Wnt bcat act -3, CAL PDZ FP-1 61*, dFosB act 10, cardiac RTF act -3, CDK5 inh -4.0, V-ATPase pHluor 0 and Tat export inh -10.

Molecules above containing an NH in an aromatic ring:
For Cc1n[nH]c(C)c1S(=O)(=O)N1CCN(S(=O)(=O)c2cccc(F)c2)CC1 the results were MITF act 6, Rtt109 HAT inh 10, Wnt bcat act 5, CAL PDZ FP-1 -1, CAL PDZ FP-2 -1.6, dFosB act -1, cardiac RTF act 4, CDK5 inh -1.9, V-ATPase pHluor -6 and Tat export inh 4.
For Cc1ccc(S(=O)(=O)N2CCN(C(=O)CSc3nnc(C)c(=O)[nH]3)CC2)cc1 the results were MITF act -3, Rtt109 HAT inh -9, Wnt bcat act 3, CAL PDZ FP-1 -5, CAL PDZ FP-2 1.8, dFosB act -4, cardiac RTF act 2, CDK5 inh -3.9, V-ATPase pHluor -6 and Tat export inh 3.

(next part)
Oc1ccccc1/C=N/NC(=S)NC1CC2C=CC1C2 (configuration not stated) was read as Rtt109 HAT inh 7, Wnt bcat act 4, CAL PDZ FP-1 -6, CAL PDZ FP-2 -0.4, dFosB act -5, cardiac RTF act 1, CDK5 inh -0.9, V-ATPase pHluor 0 and Tat export inh 2.
For CC(C)c1ccc(-c2cc(C(=O)NN3CCN(C)CC3)c3ccccc3n2)cc1 the results were MITF act 30, Rtt109 HAT inh -2, CAL PDZ FP-1 1, CAL PDZ FP-2 -2.7, dFosB act -15, cardiac RTF act -10, CDK5 inh -3.2, V-ATPase pHluor 2 and Tat export inh 6.
`C=CS(=O)(=O)c1c2cc(OC)ccc2nc2ccc(OC)cc12` gave Rtt109 HAT inh -1, Wnt bcat act 458*, CAL PDZ FP-1 1, CAL PDZ FP-2 -1.7, dFosB act -8, cardiac RTF act 5, CDK5 inh 1.6, V-ATPase pHluor -7 and Tat export inh -11.
For COc1ccc(-c2noc(CN3CCN(C(=O)c4cccs4)CC3)n2)c(OC)c1OC the results were MITF act -6, Rtt109 HAT inh -1, Wnt bcat act -2, CAL PDZ FP-1 -28, CAL PDZ FP-2 -1.0, dFosB act 8, cardiac RTF act -1, CDK5 inh -1.9, V-ATPase pHluor 0 and Tat export inh -2.
Screening CCOc1nc2ccccc2cc1C=O returned MITF act -25, Rtt109 HAT inh -1, Wnt bcat act 3, CAL PDZ FP-1 8, CAL PDZ FP-2 -0.7, dFosB act 1, cardiac RTF act 3, CDK5 inh -1.1, V-ATPase pHluor 4 and Tat export inh 3.
Screening CC(C)CCCN1C(N(C)C)=NC[C@@H]1Cc1ccccc1 returned MITF act -2, Rtt109 HAT inh 7, Wnt bcat act -3, CAL PDZ FP-1 -3, CAL PDZ FP-2 -0.1, dFosB act -2, cardiac RTF act 8, CDK5 inh 0.3, V-ATPase pHluor 1 and Tat export inh 1.
Cc1onc(C(=O)Nc2c(C)n(C)n(-c3ccccc3)c2=O)c1[N+](=O)[O-] was read as MITF act -1, Rtt109 HAT inh -5, Wnt bcat act 6, CAL PDZ FP-1 -1, CAL PDZ FP-2 -1.9, dFosB act -2, cardiac RTF act 1, CDK5 inh -1.2, V-ATPase pHluor 0 and Tat export inh -2.
For CN(CC(=O)NCCc1ccc(S(N)(=O)=O)cc1)S(=O)(=O)/C=C/c1ccccc1 the results were MITF act -4, Rtt109 HAT inh -3, Wnt bcat act -3, CAL PDZ FP-1 0, CAL PDZ FP-2 -1.5, dFosB act -10, cardiac RTF act 3, CDK5 inh 3.7, V-ATPase pHluor -4 and Tat export inh -6.
For CC(=O)c1c(C)[nH]c(C(=O)N2CCc3ccccc32)c1C the results were MITF act -2, Rtt109 HAT inh 2, CAL PDZ FP-1 0, CAL PDZ FP-2 0.1, dFosB act -15, cardiac RTF act 10, CDK5 inh 2.1, V-ATPase pHluor 6 and Tat export inh -2.
Screening CCOC(=O)c1cc(S(=O)(=O)NCCc2ccc(OC)c(OC)c2)cn1C returned MITF act -2, Rtt109 HAT inh 7, Wnt bcat act 1, CAL PDZ FP-2 -1.8, dFosB act -1, cardiac RTF act 8, CDK5 inh -1.7, V-ATPase pHluor -2 and Tat export inh -5.
COc1ccc(C2=NOC(C(=O)NCc3ccco3)C2)cc1OC (configuration not stated) was read as MITF act -43, Rtt109 HAT inh 3, CAL PDZ FP-1 1, CAL PDZ FP-2 -1.2, dFosB act -2, cardiac RTF act -5, CDK5 inh 3.2, V-ATPase pHluor 1 and Tat export inh 3.
CC(=O)Nc1ccc(S(=O)(=O)N2CCNC(=O)C2)cc1 was read as MITF act 3, Rtt109 HAT inh 8, Wnt bcat act 1, CAL PDZ FP-2 0.2, dFosB act -3, cardiac RTF act 10, CDK5 inh -0.1, V-ATPase pHluor 0 and Tat export inh -1.
Nc1ccc(-c2nc3ncccc3o2)c(Cl)c1 was read as MITF act 43, Rtt109 HAT inh -3, Wnt bcat act 42*, CAL PDZ FP-1 -7, CAL PDZ FP-2 -2.6, dFosB act -2, cardiac RTF act -5, CDK5 inh 0.8, V-ATPase pHluor 3 and Tat export inh 4.
Cc1ccc(-n2c([O-])nc(-[n+]3ccccc3)c2C=O)cc1 was read as MITF act -8, Rtt109 HAT inh -4, CAL PDZ FP-1 -3, CAL PDZ FP-2 -2.6, dFosB act -2, cardiac RTF act -1, CDK5 inh -0.2, V-ATPase pHluor -3 and Tat export inh 1.
For Cc1cccc(CNc2ncnc3ccc(-c4cccnc4)cc23)c1 the results were MITF act -4, Rtt109 HAT inh 1, Wnt bcat act -2, CAL PDZ FP-1 -2, CAL PDZ FP-2 -3.7, dFosB act -14, cardiac RTF act 3, CDK5 inh -0.1, V-ATPase pHluor -8 and Tat export inh -4.
C/C(=N\N1CCN(c2ccccc2)CC1)c1ccccc1O was read as MITF act -5, Rtt109 HAT inh -5, Wnt bcat act 1, CAL PDZ FP-2 0.7, dFosB act -2, cardiac RTF act 0, CDK5 inh 0.7, V-ATPase pHluor 0 and Tat export inh 7.
